ABCG2 block: blocks JC-1 efflux by human ABCG2 transporter. Q9UNQ0. IgMXP3 cells, flow cytometry. inhibition, % at 6.6 µM. 0.1% of 190,000 active;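 active = inhibition above 80%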;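 note: 0% = DMSO and 100% = nicardipine control wells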
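material = IgMXP3 (ABCG2) plus far-red-tagged CCRF-Adr (ABCB1) cells | amount = 3 million cells/mL, equal mix of both lines | also added = JC-1 transporter substrate | dosing = one concentration, 6.6 µM final | schedule = 10 min at 25 °C | measured by = flow cytometric JC-1 green MFI at 530 nm | read-out basis = percent efflux inhibition, scaled nicardipine 100% to DMSO 0%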
RGS7-Gao: regulators of human RGS7-Galphao interaction. 0.35% of 220,000 active. Multiplexed bead flow cytometry, RGS7-Galphao binding; actives lie on both sides. binding response (% of control), % at 10 µM. P09471; in the data active = binding response below about 49% or above about 150%; inconclusive = no clear call, values can overlap the other calls; inactive = in between;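 note: fluorescent Galphao held in activated GDP-AlF4 state binding bead-coupled RGS7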
Mcl-1 Bim block: disrupts Bim peptide binding to human Mcl-1. 0.1% of 190,000 active. inhibition, % at 10 µM. Bead-based flow cytometry, Bim peptide-Mcl-1 binding. AID 1009; in the data active = inhibition above about 40%;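 note: 0% = no compound tracer wells and 100% = peptide blocker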
RGS8-Gao: human RGS8-Galphao interaction regulation. multiplexed bead flow cytometry, RGS8-Galphao binding; actives lie on both sides. response (percent of control binding), % at 10 µM. P09471. 0.34% of 220,000 active; in the data active = response below about 60% or above about 140%; inactive = in between;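 note: Galphao activated as the GDP aluminium fluoride complex binding bead-coupled RGS8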
RGS4-Gao reg: modulates binding of RGS4 to human Galphao. P09471. Multiplexed bead flow cytometry; actives lie on both sides. binding response (% of control), % at 10 µM. 0.33% of 220,000 active; in the data active = binding response below about 49% or above about 150%; inactive = in between;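 note: fluorescent Galphao activated with aluminum fluoride binding bead-coupled RGS4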
Pf gamet viab: kills late stage P. falciparum gametocytes; P. falciparum stage V gametocytes, ATP luminescence, 24 h; inhibition, % at 10.9 µM; 0.065% of 150,000 active; AID 743093;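 active = inhibition above the mean plus 3 SD of compounds within the control limits, set per campaign, cut at about 38% in these data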;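 note: 0% = DMSO wells and 100% = medium only without gametocytes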
ABCB1 block: blocks JC-1 efflux by human ABCB1 transporter | inhibition, % at 6.6 µM | 0.067% of 190,000 active | AID 1326 | CCRF-Adr cells, flow cytometry | P08183; in the data active = inhibition above about 40%;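 note: 0% = vehicle and 100% = reference inhibitor; higher value means more JC-1 retained so stronger ABCB1 efflux block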
Target sequence (P08183 whole entry, looked up): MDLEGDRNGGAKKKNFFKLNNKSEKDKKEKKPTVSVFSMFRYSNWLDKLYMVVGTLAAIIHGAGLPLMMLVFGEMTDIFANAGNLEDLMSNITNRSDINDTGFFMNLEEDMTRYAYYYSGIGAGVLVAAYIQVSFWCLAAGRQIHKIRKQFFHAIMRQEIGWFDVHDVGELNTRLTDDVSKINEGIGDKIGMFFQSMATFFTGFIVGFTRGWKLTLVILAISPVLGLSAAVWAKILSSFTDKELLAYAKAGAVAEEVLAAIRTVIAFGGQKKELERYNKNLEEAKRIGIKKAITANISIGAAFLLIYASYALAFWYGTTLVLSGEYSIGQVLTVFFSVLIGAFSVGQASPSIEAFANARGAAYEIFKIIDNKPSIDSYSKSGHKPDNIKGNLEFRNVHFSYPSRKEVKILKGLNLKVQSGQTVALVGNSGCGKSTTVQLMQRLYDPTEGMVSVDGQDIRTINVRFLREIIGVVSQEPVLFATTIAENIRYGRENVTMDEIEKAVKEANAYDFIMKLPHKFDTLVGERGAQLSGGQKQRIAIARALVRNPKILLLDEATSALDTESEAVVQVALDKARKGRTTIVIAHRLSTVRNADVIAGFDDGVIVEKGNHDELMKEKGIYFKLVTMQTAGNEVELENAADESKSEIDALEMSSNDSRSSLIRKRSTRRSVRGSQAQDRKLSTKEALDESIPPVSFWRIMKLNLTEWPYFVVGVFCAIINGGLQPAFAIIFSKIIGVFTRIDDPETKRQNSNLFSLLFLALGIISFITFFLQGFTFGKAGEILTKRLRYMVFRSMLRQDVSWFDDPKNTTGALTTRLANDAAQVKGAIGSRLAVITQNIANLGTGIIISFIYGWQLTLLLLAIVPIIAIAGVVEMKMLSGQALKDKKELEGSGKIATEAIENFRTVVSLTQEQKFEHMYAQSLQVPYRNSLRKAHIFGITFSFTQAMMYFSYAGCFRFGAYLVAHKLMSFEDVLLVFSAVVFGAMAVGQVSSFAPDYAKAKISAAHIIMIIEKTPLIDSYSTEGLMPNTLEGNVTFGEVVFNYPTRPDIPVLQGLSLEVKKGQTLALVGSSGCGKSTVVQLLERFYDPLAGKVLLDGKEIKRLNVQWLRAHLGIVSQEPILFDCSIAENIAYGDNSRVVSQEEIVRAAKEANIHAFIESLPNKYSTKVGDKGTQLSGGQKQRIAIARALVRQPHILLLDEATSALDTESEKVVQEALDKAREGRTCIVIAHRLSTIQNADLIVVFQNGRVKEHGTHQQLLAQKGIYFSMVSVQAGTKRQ
Mcl1-Bid inh: disrupts binding of human Mcl-1 to Bid peptide; TR-FRET Mcl-1/Bid-Dy647 peptide binding, 1536-well; inhibition, % at 21.7 µM; 0.97% of 220,000 active;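 active = compounds that cut the binding signal by more than half at the single screening dose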;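 note: His-tagged Mcl-1 with europium anti-His antibody binding Bid BH3 peptide; 0% = Mcl-1 plus peptide wells and 100% = peptide-only wells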
GSH bead fluor: compound fluoresces at 488/530 nm on GSH beads. GSH beads flow cytometry, compound fluorescence 488/530 nm; stronger effect = higher value. fluorescence (KMESF) at 10 µM. 0.25% of 190,000 active. AID 1776; in the data active = fluorescence above about 89;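 note: glutathione beads carrying GST-tagged Bcl family fusion proteins plus one bare bead set; values are compound well signal with DMSO vehicle wells as background; inactives centre near 16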
Mcl1-Noxa inh: Mcl-1/Noxa interaction inhibition; inhibition, % at 21.7 µM; TR-FRET Mcl-1/Noxa peptide binding, 2 h; 1.5% of 220,000 active; Q07820;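 active = compounds that cut the protein-peptide binding signal by more than 50% relative to plate controls in a single-dose test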;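 note: His-tagged Mcl-1 with rhodamine Noxa BH3 peptide and terbium anti-His antibody; 0% = Mcl-1 plus Noxa peptide wells and 100% = peptide-only wells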
Avidin fluor: compound fluoresces at 488/530 nm on avidin beads | compound fluorescence 488/530 nm, flow cytometry; stronger effect = higher value | fluorescence (KMESF) at 10 µM | 0.38% of 220,000 active; in the data active = fluorescence above about 47; note: inactives centre near 10
Starred values were filed as active, the others as inactive; ? = inconclusive; · = no result given; & = joins results of further samples.

SMILES	ABCG2 block	RGS7-Gao	Mcl-1 Bim block	RGS8-Gao	RGS4-Gao reg	Pf gamet viab	ABCB1 block	Mcl1-Bid inh	GSH bead fluor	Mcl1-Noxa inh	Avidin fluor
Cc1ccn2c(NC3CCCC3)c(-c3ccsc3)nc2c1	3	107	-2	102	98	9	0.9	-37	72	15	11
O=C(N/N=C/c1ccncc1)NC1CCCCC1	4	?	0	98	98	11	0.3	-9	10	11	10
O=C(Oc1cc(=O)oc2ccccc12)c1ccco1	1	99	-2	102	97	·	0.3	31	31	17	4
CS(=O)(=O)N(CCC#N)Cc1ccc(/C=C2\C(=O)Nc3ccccc32)o1	4	94	1	96	101	1	0.3	-30	20	2	23
CCn1c(SCc2ccc(C)cc2)nnc1-c1cnccn1	4	89	0	90	90	-3	0.5	-23	23	-23	8
N#CC(c1nc2ccccc2nc1N1CCOCC1)S(=O)(=O)c1ccccc1 (centres undefined)	·	?	·	98	90	-17	·	-3	·	20	5
COc1cc(Cl)cc(C2NC(=O)NC(C)=C2C(C)=O)c1OCC(=O)O (centres undefined)	1	100	0	103	103	-28	0.4	20	43	12	4
Cc1[nH]nc2c1C(c1ccsc1C)C(C#N)=C(N)O2 (centres undefined)	2	101	-3	104	106	·	1.0	-4	26	-2	10
Cc1cccc(N2CCN(C(=O)c3ccc(CS(=O)(=O)c4ccccc4C)o3)CC2C)c1 (centres undefined)	4	95	-3	93	96	16	1.4	-11	32	33	8
O=C(COc1ccccc1)Nc1ccc(S(=O)(=O)N2CCOCC2)cc1	5	95	-2	97	95	·	0.7	9	17	3	8
Cc1cccc(C(=O)NNC(=O)c2ccc(Cl)cc2)c1O	1	101	-3	102	102	-46	0.1	-8	17	11	10
CN(C)S(=O)(=O)c1cccc(C(=O)OCC(=O)Nc2sccc2C(N)=O)c1	7	94	-1	100	95	·	0.8	-9	10	2	22
COc1ccccc1NC(=O)Nc1cccc(NC(C)=O)c1	·	?	·	99	96	1	·	1	·	-3	6
c1ccc(SCc2nc(-c3ccccn3)no2)cc1	0	98	0	100	100	·	0.1	1	32	25	16
CSc1nc(N)nc(-c2cccs2)c1C#N	4	87	0	95	88	1	0.6	8	15	-9	35
CN(c1ccccc1)S(=O)(=O)c1cc(C(=O)OCC(N)=O)ccc1Cl	-1	?	2	102	104	14	-0.4	-8	11	-1	14
COC(Cn1cc(C)c(=O)[nH]c1=O)OC	3	98	-2	98	102	-6	0.1	-2	11	3	17
C#CCOc1c(Br)cc(/C=N\NC(=O)CN2CCOCC2)cc1OCC	4	98	-2	101	101	·	0.8	46	17	27	30
NC(=O)N1c2ccccc2CC(=O)c2ccccc21	4&-1	96&103	2&0	97&99	94&96	·	0.8	1&11	11&68	-10&-20	29&7
Cc1ccc(C(=O)Nc2c(C(=O)N3CCOCC3)cnn2-c2ccccc2)cc1	2	97	-6	99	99	-26	0.2	-5	26	-3	12
Cc1cccc(C)c1N(CC(=O)Nc1cc(Cl)ccc1Oc1ccccc1)S(C)(=O)=O	2	105	-4	127	105	·	0.8	23	33	-4	10
N#CC(C(=O)OCc1ccccc1)c1nc2ccccc2nc1N1CCOCC1 (centres undefined)	2	102	0	104	109	-9	0.3	-37	5	-27	6
Cc1csc(OCC(=O)Nc2ccc(C)c(C)c2)n1	11	98	7	98	101	6	0.3	-4	23	9	15
Cc1ccc(CN2CCN(CC(=O)NCCCN3CCN(c4ccc(F)cc4)CC3)C2=O)cc1	1	91	-3	100	93	-11	0.6	-53	14	-5	34
O=C(CSC1=NCCN1)NC(c1ccccc1)c1ccccc1	8	?	-1	100	101	7	-0.1	-1	15	11	13
CCN(CC)Cc1cc(C(=O)O)c(-c2ccccc2)o1	·	?	·	102	95	-35	·	-52	·	-3	8
COc1ccc(C=C2c3ccccc3C(=O)c3ccccc32)c(OC)c1	·	?	·	95	94	-1	·	-1	·	1	8
Cc1cc(C(=O)OCC(N)=O)c(C)n1-c1ccccc1	0	?	0	100	99	20	-0.7	-62	16	10	10
Cn1c(N)c(C(=O)COC(=O)c2cc(S(=O)(=O)N3CCCCC3)ccc2Cl)c(=O)n(C)c1=O	3	91	-2	94	96	-3	1.0	-30	9	14	5
CCCOc1cccc(OCCSc2nc(C)cc(=O)[nH]2)c1	3	91	0	94	90	9	0.4	-6	28	12	35
O=C(COC(=O)/C=C/c1ccccc1Cl)NC(=O)Cc1ccccc1	21	102	-5	100	102	-23	0.3	7	10	25	10
Cc1ccc(-c2nc(NCC3CCCO3)sc2C)cc1 (centres undefined)	0	100	-4	99	103	-33	-0.3	-36	12	3	24
COc1cccc(N2CN(C3CCCCC3)CNC2=S)c1	·	?	·	103	103	10	·	-21	·	1	6
COc1ccc(NC(=O)c2ccco2)cc1NC(=O)c1cccc(OC(C)C)c1	-1	105	1	102	105	1	0.4	-1	15	0	9
O=C(Nc1ccc(-c2cnco2)cc1)c1ccc(F)cc1F	·	?	·	98	103	-7	·	0	·	16	3
O=C(NCC(=O)N(CC1CCCO1)C(C(=O)NC1CCCCC1)c1cccnc1)c1cccs1 (centres undefined)	-1	100	-22	99	100	9	-0.2	-5	8	-1	25
CCOc1ncccc1C(=O)OCC(=O)Nc1cc(S(=O)(=O)N2CCOCC2)ccc1C	11	96	-3	85	93	8	1.5	1	7	14	1
COc1ccc(C(C#N)c2ccc(=O)[nH]n2)cc1 (centres undefined)	-2	97	-1	100	98	-4	0.0	4	15	-4	9
CCC(=O)Nc1sc2c(c1C(=O)N(C)C)CCCCC2	5	104	-4	102	102	-11	1.1	-16	65	10	7
CN=C1c2c(-c3ccccc3)c3cc(OC)ccc3n2CCN1C	2	104	-4	105	111	3	0.5	-11	13	12	15

Some entries already given, limited to Mcl-1 Bim block and Pf gamet viab:
SMILES	Mcl-1 Bim block	Pf gamet viab
O=C(Nc1ccc(-c2cnco2)cc1)c1ccc(F)cc1F	·	-7
O=C(COC(=O)/C=C/c1ccccc1Cl)NC(=O)Cc1ccccc1	-5	-23
CCOc1ncccc1C(=O)OCC(=O)Nc1cc(S(=O)(=O)N2CCOCC2)ccc1C	-3	8

(list continues)
SMILES	ABCG2 block	RGS7-Gao	Mcl-1 Bim block	RGS8-Gao	RGS4-Gao reg	Pf gamet viab	ABCB1 block	Mcl1-Bid inh	GSH bead fluor	Mcl1-Noxa inh	Avidin fluor
CCn1c(CSc2nnc(-c3ccncc3)n2CCOC)nc2cc(C(=O)O)ccc21	2	101	0	98	101	5	0.7	-19	14	0	8
CCCCCC(=O)N1CC2(CC)CN(C(=O)CCCCC)CC(CC)(C1)C2=O	·	?	·	97	100	-5	·	-21	·	-8	14
COc1ccc(NC(=O)Cc2c(Sc3ccccc3)c3ccccc3n2C)cc1	3	103	-1	102	103	11	0.3	-5	9	16	15
Nc1nnc(SCc2ccc(F)cc2)s1	2	105	0	99	113	2	0.0	-20	41	7	13
CCOc1ccc(-c2[nH]ncc2Oc2ccccc2OCC)c(O)c1	3	102	-1	101	102	·	0.7	-17	23	15	13
O=C(Nc1ccc(Cl)cc1)NC1(C(=O)NCCCN2CCOCC2)CCCCC1	14	101	-2	101	101	9	0.0	-23	31	-20	13
CCOC(=O)N1CCN(C(=O)C(C)SCc2ccccc2)CC1 (centres undefined)	2	104	2	102	102	-51	0.7	-10	23	-13	6
Cc1cc(C)n2nc(C(=O)N3CCOCC3)nc2n1	3	99	-4	98	101	·	0.9	4	17	0	10
Cc1ccc(Nc2c([N+](=O)[O-])ccc3c2=NC2(CCCCC2)N=3)cc1	0	100	4	98	105	·	0.1	-43	6	5	6
COc1cccc(CNCC(=O)N2C(C)CCCC2C)c1 (centres undefined)	-3	103	-1	101	98	-42	-2.9	28	20	29	13
CCc1nnc(NC(=O)c2ccc(S(C)(=O)=O)cc2)s1	·	?	·	103	110	4	·	2	·	-8	7
CNc1nc(C)c(C#N)c(-c2ccccc2)c1C(C)=O	-1	112	-3	104	110	-6	-2.3	-2	35	7	7
Cc1c(C(=O)Nc2ccccc2-c2ccccc2)cccc1[N+](=O)[O-]	7	104	-1	102	102	-1	0.8	-4	18	-5	8
Cc1c(NC(=S)NC(=O)C(c2ccccc2)c2ccccc2)cccc1C(=O)O	3	106	-2	101	104	8	0.7	-20	18	20	10
COc1ccc([N+](=O)[O-])c(OC)c1C(=O)Nc1ccc(F)cc1F	·	?	·	103	101	-11	·	4	·	13	3
CCN(C(=O)CSc1nnc(-c2ccncc2)n1Cc1ccccc1)C1CCS(=O)(=O)C1 (centres undefined)	1	102	-3	99	99	·	0.1	-11	14	4	8
COc1ccc(CCNC(=O)CCCN2C(=O)c3ccccc3C2=O)cc1OC	2	103	-3	101	103	·	0.6	62*	33	-2	6
Cc1cc(C)n(CC(C)O)c(=O)c1C#N (centres undefined)	1	99	0	101	105	·	0.6	-2	47	5	11
Cc1cc(C)n2nc(SCC(=O)c3ccc[nH]3)nc2n1	2	109	-2	109	99	·	0.0	-19	6	17	15
CC(=O)Nc1sc(N/N=C/c2ccccc2F)nc1-c1ccc(C)cc1	·	?	·	96	98	-32	·	-68	·	48	6
c1ccc(-c2cn(-c3ccccc3)c3ncnc(NCCCN4CCOCC4)c23)cc1	4	100	-5	104	100	-29	2.0	-27	16	7	11
CCOC(=O)c1cc2c(=O)[nH]ccc2nc1C(F)(F)F	·	?	·	100	97	-16	·	-7	·	9	6
CC(C)(C)CN1CCNC(=O)C1CC(=O)NC1Cc2ccccc2C1 (centres undefined)	4	86	-2	95	90	·	1.0	-24	8	7	2
Cc1ccc(NC(=O)C(OC(=O)c2cc(C)oc2C)c2ccccc2)cc1 (centres undefined)	52	103	-1	101	103	-1	0.5	-17	14	13	25
O=C(COC(=O)c1ccncc1)c1ccccc1	13	?	1	99	100	16	3.3	-24	10	10	12
CCOC(=O)Cc1c[nH]c(=S)[nH]c1=O	·	?	·	98	95	·	·	-27	·	-18	8
Cc1c(N=C2SCC(=O)N2c2c(C)n(C)n(-c3ccccc3)c2=O)c(=O)n(-c2ccccc2)n1C	-1	105	-1	100	107	·	-0.3	-35	38	5	8
COc1ccc(C2CC(=O)C=C(NCCC(C)C)C2)cc1 (centres undefined)	9	103	-36	106	105	·	2.4	-31	45	5	8
Cc1ccccc1NC(=O)N(C(C)C)C(C)C	0	102	-3	97	98	·	0.1	-19	11	-2	8
O=C1CC(c2ccccc2)CC(=O)C1=CN1CCCC1 (centres undefined)	·	?	·	103	104	-28	·	-13	·	5	6

Source: PubChem BioAssay (several laboratories)
